MCF10A rerep – inducers of DNA re-replication in MCF 10A breast cells | AID 624296 | MCF 10A DNA re-replication, Hoechst nuclear intensity, 48 h | Potency, µM (titrated, usually from 46.1 µM), inactives show top-dose activity, positive = re-replication, actives largely listed as activators | 2.9% of 350,000 active; also: potency is read from the fitted curve at half-maximal effect; % of control where 0% means no effect; nearly all actives have a fitted effect of over 50% in size
KB-V1 MDR tox – KB-V1 MDR subline cytotoxicity; KB-V1 MDR cells viability, CellTiter-Glo, 72 h; Potency, µM (top dose mostly 46.1 µM), for inactives: top-dose activity change, negative = cytotoxicity, most hits filed as cytotoxic; 3.4% of 400,000 active; also: potency is read from the fitted curve at half-maximal effect; % is scaled to controls: 0 for no effect and ±100 for the full control effect; nearly all actives have a fitted effect of over 60% in size
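qHTS viability screen in drug-selected KB-V1 MDR cells: 72 h compound treatment at 37 degrees C, ATP luminescence end point.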
ATXN2 expr inh – reduces ATXN2 reporter expression in HEK-293 cells | 0.72% of 360,000 active | HEK-293 ATXN2-luciferase reporter, luminescence, 24 h | Potency, µM (top dose mostly 57 µM), inactives show top-dose activity change, negative = inhibition, usual class: inhibitors; also: potency is read from the fitted curve at half-maximal effect; % is scaled to controls: 0 for no effect and ±100 for the full control effect; nearly all actives have a fitted effect of over 55% in size
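ATXN2-luciferase reporter cells (luciferase flanked by upstream and downstream ATXN2 gene portions) were treated 24 h at 37 °C with compounds at up to 57 uM. SteadyGlo luminescence gave expression; GF-AFC fluorescence gave viability.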
HT1080NT lethal – kills 2HG-producing HT-1080-NT fibrosarcoma cells; HT-1080-NT fibrosarcoma viability, CellTiter-Glo ATP luminescence, 48 h; Potency, µM (doses to about 46.1 µM), without a hit: top-dose activity, negative = less viability, hits mostly cytotoxic; 1.6% of 360,000 active; AID 686970;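 also: NT is the 2HG producing partner of a matched IDH1 knockdown line; potency is read from the fitted curve at half-maximal effect; 0% = DMSO-treated cells and -100% = media-only wells without cells; nearly all actives have a fitted effect of over 55% in size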
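A 48-hour cytotoxicity screen used HT-1080-NT cells plated 2 hours before compound delivery. ATP-based CellTiter-Glo luminescence measured viability, normalized to DMSO and no-cell controls.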
SW480 rereplic – inducers of DNA re-replication in SW480 colon cancer cells. 1.8% of 340,000 active. SW480 DNA re-replication, Hoechst DNA content imaging, 48 h. Potency, µM (titrated, usually from 46.1 µM), without a hit: top-dose re-replication activation, hits mostly activators; also: potency is read from the fitted curve at half-maximal effect; % of control where 0% means no effect; nearly all actives have a fitted effect of over 55% in size
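Treated cells incubate 48 hr (37 C, 5% CO2), are stained 40 min with Hoechst, and nuclear fluorescence is enumerated; a rise in nuclei with high DNA signal marks re-replication.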
IL-1B inflam inh – inhibitors of inflammasome signaling (IL-1 beta secretion). THP-1 LPS/ATP IL-1B secretion, AlphaLISA, 16 h; active compounds read low. activity change, % at 57.5 µM. 4.7% of 360,000 active. AID 743279; in the data active = activity change below about -50%; inconclusive = mostly about -30% to -49%; also: % is scaled to controls: 0 for no effect and ±100 for the full control effect
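THP-1 cells pretreated 1 hr with compounds (up to 57.5 uM final), then stimulated with LPS (250 ng/mL final) plus ATP (1.25 mM final); secreted IL-1B measured by AlphaLISA after 16 hr, decreased signal indicating inhibition.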
KB-3-1 cytotox – kills parental KB-3-1 adenocarcinoma cells; KB-3-1 viability, CellTiter-Glo ATP luminescence, 72 h; Potency, µM (doses to about 46.1 µM), for the others: at the highest dose activity change, negative = cytotoxic, usual class: cytotoxic; 1.4% of 400,000 active; also: potency is read from the fitted curve at half-maximal effect; % is scaled to controls: 0 for no effect and ±100 for the full control effect; nearly all actives have a fitted effect of over 60% in size
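Viability of parental KB-3-1 cells, measured by CellTiter-Glo luminescence, followed a 72 h incubation at 37 °C with pinned compounds in phenol-red-free DMEM containing 10% FBS.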
WRN inhibitor – blocks human WRN helicase | WRN helicase unwinding, fluorescent forked duplex, kinetic | 0.46% of 360,000 active | Potency, µM (top dose mostly 114 µM), inactives show top-dose activity change, negative = inhibition, hits mostly inhibitors | Q14191; also: potency is read from the fitted curve at half-maximal effect; % is scaled to controls: 0 for no effect and ±100 for the full control effect; nearly all actives have a fitted effect of over 55% in size
Target sequence (Q14191 whole entry, looked up): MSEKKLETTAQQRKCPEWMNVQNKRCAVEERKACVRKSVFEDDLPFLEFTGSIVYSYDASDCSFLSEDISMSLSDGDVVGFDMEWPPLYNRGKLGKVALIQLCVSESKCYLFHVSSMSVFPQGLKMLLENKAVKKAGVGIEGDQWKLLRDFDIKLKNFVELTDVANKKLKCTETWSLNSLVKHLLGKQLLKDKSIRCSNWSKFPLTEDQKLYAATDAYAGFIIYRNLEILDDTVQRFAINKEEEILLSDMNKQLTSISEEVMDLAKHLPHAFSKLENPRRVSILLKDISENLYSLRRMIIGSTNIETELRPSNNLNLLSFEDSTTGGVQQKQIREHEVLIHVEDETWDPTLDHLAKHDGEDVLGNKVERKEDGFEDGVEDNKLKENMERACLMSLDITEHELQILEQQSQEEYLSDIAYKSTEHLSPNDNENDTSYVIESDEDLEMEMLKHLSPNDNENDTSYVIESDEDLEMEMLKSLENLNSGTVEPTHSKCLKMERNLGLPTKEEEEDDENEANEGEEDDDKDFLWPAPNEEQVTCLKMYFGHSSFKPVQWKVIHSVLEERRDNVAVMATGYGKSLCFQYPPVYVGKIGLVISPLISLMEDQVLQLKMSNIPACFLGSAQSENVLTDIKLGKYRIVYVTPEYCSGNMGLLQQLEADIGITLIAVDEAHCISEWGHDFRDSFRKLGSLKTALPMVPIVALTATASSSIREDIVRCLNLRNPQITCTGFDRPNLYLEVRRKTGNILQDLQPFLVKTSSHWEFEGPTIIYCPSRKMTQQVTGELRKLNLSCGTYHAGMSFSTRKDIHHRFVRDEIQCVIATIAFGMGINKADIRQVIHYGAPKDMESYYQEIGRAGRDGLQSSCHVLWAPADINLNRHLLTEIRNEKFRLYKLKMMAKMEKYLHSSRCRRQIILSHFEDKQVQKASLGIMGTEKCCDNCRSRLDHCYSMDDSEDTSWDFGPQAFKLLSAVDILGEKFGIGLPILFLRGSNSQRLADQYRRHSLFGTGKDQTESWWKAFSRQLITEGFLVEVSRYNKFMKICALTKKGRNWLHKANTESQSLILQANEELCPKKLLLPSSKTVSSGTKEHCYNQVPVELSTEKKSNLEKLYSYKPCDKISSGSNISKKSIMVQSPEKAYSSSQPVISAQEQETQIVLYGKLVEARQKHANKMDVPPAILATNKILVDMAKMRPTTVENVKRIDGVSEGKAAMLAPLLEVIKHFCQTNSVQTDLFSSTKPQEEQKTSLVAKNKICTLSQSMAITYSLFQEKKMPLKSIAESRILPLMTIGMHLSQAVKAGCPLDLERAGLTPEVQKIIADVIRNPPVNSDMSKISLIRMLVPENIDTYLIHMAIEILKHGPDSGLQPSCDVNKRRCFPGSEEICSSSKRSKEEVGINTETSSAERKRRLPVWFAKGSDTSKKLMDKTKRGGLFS
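Screening of the MLSMR collection measured strand separation of a quenched forked DNA duplex (100 nM) by 20 nM WRN with 2 mM ATP, all final. Compounds were preincubated with enzyme 15 min at room temperature.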
HT1080 IDH1KD tx – kills HT-1080 cells with IDH1 knockdown; HT-1080 IDH1 knockdown viability, ATP luminescence, 48 h; Potency, µM (titrated, usually from 46.1 µM), for the others: at the highest dose activity, negative = toxicity, hits mostly cytotoxic; 2% of 360,000 active;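 also: potency is read from the fitted curve at half-maximal effect; 0% = DMSO wells and -100% = cell-free medium wells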
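Viability of IDH1-knockdown HT-1080 fibrosarcoma cells was assessed by CellTiter-Glo after 48 h at 37 °C with titrated compound; concentration-effect curves were classified by fit quality and response size.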
The depositor's hits bear a star; i = inactive; ? = inconclusive; . = not tested or not shown; [ ] = another dose, or the depositor's remark. Unless noted, calls follow the shape of the dose curve; as a rule, active = well fitted curve in the direction sought with a large enough effect; inconclusive = small, poorly fitted or top-dose-only effect, or another doubt; inactive = no such curve, though single readings can be large; an effect the other way counts as inactive or inconclusive.

SMILES	MCF10A rerep	KB-V1 MDR tox	ATXN2 expr inh	HT1080NT lethal	SW480 rereplic	IL-1B inflam inh	KB-3-1 cytotox	WRN inhibitor	HT1080 IDH1KD tx
CCC1CCCCN1CCNC(=O)C1CCN(S(=O)(=O)c2c(C)noc2C)CC1 (stereo not given)	-7%	2%	-4%	2%	-2%	-10	-4%	5%	-6%
O=C(NC1CCCc2ccccc21)C1CCN(S(=O)(=O)c2ccccc2)CC1 (stereo not given)	2%	?	8%	20%	2%	-2	1%	7%	11%
COc1ccc(N2CCN(Cc3nc4c(c(=O)[nH]c(=O)n4C)n3Cc3cccc(Cl)c3)CC2)cc1	-5%	-7%	-13%	-8%	2%	-15	-19%	-29%	4%
O=C(NCc1cccnc1)c1cc(C2CCCN(C(=O)c3cccs3)C2)on1 (stereo not given)	.	-1%	-6%	22%	.	-3	0%	0%	12%
O=C(Cc1ccccc1)N1CCN(C(=O)c2ccc([N+](=O)[O-])cc2)CC1	-3%	?	10%	3%	-4%	14	-26%	5%	-2%
Cc1cc(C(=O)COC(=O)c2n[nH]c(=O)c3ccccc23)c(C)n1C(C)C	9%	0%	21%	-8%	9%	0	9%	6%	-9%
CCc1cccc(C)c1NC(=O)COC(=O)Cc1ccsc1	-2%	27%	0%	2%	-9%	144	-1%	-21%	1%
Cc1cc(C)c(/C=C(\C#N)S(=O)(=O)c2ccccc2)[nH]1	18µM*	?	-5%	1%	0%	.	-16%	-7%	-11%
Cc1c(C(=O)N2CCN(CCc3ccccc3)CC2)oc2ccccc12	?	13µM*	-7%	1%	1%	0	1%	3%	-7%
CCOc1ccc(C(C(=O)NCC2CCCO2)N(C(=O)c2snc(C(N)=O)c2N)c2ccc(F)cc2)cc1 (stereo not given)	?	36%	-7%	1%	18%	?	11%	-2%	0%
O=C(CSc1nc2cc(Cl)ccc2s1)NCc1ccc2c(c1)OCO2	?	-1%	1%	-8%	4%	18	7%	-18%	-4%
Nc1c(C(=O)c2ccccc2)sc2nsc(SCCN3CCCC3)c12	21µM*	?	?	12µM*	?	-104*	?	-9%	23µM*
CS(=O)(=O)N(CC(=O)N1CCCC1)c1cccc(Cl)c1Cl	4%	2%	6%	11%	1%	5	2%	-8%	6%
C/C(=N\NC(=S)Nc1cc(S(=O)(=O)N2CCOCC2)ccc1Cl)c1ccccc1F	?	3.7µM*	-22%	-17%	?	0	?	-8%	?
CC(C)(C)Nc1ncnc2sc(-c3ccccc3)cc12	18µM*	-4%	-30%	-26%	?	-17	?	-6%[57.1 µM]	-29%
CN(Cc1cccs1)C(=O)CSc1nc2ccccc2[nH]1	3%	-3%	.	-5%	3%	0	1%	-4%	-2%
Cc1ccc(C)c(S(=O)(=O)Nc2ccc(C(=O)NCCCN3CCOCC3)cc2)c1	8%	25%	-14%	-4%	-206%[inhibitor]	5	8%	-4%	2%
CCOC(=O)c1sc(Nc2nc(C)cc(OC)n2)nc1C	10%	-20%	-28%	16%	-6%	72	-2%	-5%	6%
Cc1ccc(-c2csc3ncnc(Nc4ccc(N5CCOCC5)cc4)c23)cc1	?	-28%	?	?	10%	-75*	?	-8%	?
O=[N+]([O-])c1cc(CN2CCCC2)c2cccnc2c1O	22%	5.8µM*	-10%	16µM*	-3%	-3	?	?	?
Cc1ccnn1CC(=O)N/N=C/c1ccco1	1%	1%	.	-3%	-19%	9	-4%	2%	-3%
Cc1[nH]ccc(=O)c1Cc1c(Cl)cccc1Cl	-6%	12%	-13%	5%	-3%	25	6%	3%	4%
CCN1/C(=C/C=C/c2oc3ccc4ccccc4c3[n+]2CC)Oc2ccc3ccccc3c21	?	3%	2%	?	?	-6	?	?	?
O=C(CNC(=O)C12CC3CC(CC(C3)C1)C2)OCC(=O)N1CCCCC1	-4%	2%	-2%	10%	?	-18	3%	-8%	10%
COCCNC(=S)NN(c1ccccc1)c1ccccc1	?	?	15%	12%	?	-1	-3%	9%	10%

Some of the entries above, set out differently.
| Molecule | MCF10A rerep | KB-V1 MDR tox | ATXN2 expr inh | HT1080NT lethal | SW480 rereplic | IL-1B inflam inh | KB-3-1 cytotox | WRN inhibitor | HT1080 IDH1KD tx |
| --- | --- | --- | --- | --- | --- | --- | --- | --- | --- |
| COc1ccc(N2CCN(Cc3nc4c(c(=O)[nH]c(=O)n4C)n3Cc3cccc(Cl)c3)CC2)cc1 | -5% | -7% | -13% | -8% | 2% | -15 | -19% | -29% | 4% |
| O=C(NCc1cccnc1)c1cc(C2CCCN(C(=O)c3cccs3)C2)on1 (stereo not given) | . | -1% | -6% | 22% | . | -3 | 0% | 0% | 12% |

Remaining list, next part.
SMILES	MCF10A rerep	KB-V1 MDR tox	ATXN2 expr inh	HT1080NT lethal	SW480 rereplic	IL-1B inflam inh	KB-3-1 cytotox	WRN inhibitor	HT1080 IDH1KD tx
Cn1c(SCC(=O)N2CCN(S(=O)(=O)c3ccc(Cl)cc3)CC2)nc2ccccc21	6%	-5%	3%	-3%	1%	-8	0%	12%	-14%
O=C(CSc1nnc(CNC(=O)c2ccccc2)o1)NCc1ccc2c(c1)OCO2	?	-6%	3%	-1%	-24%	i	9%	-8%	-10%
COc1cccc(-c2cc(C(=O)N3CCN(C(=O)c4ccco4)CC3)on2)c1	1%	0%	-7%	-4%	-5%	-11	-6%	-1%	0%
O=C(CCNC(=O)c1ccccc1Cl)NN1C(=O)NC2(CCCCC2)C1=O	-1%	2%	3%	-2%	0%	6	-4%	16%	-1%
CCc1nnc(NC(=O)CSc2ccc(Cl)cc2)s1	5%	2%	7%	-6%	-10%	9	0%	-10%	4%
CCOC(=O)C1=CNS(=O)(=O)NC1CCc1ccccc1 (stereo not given)	?	0%	-14%	-1%	?	9	0%	-9%	0%
CCCCOc1ccc(-c2nnn(C(C)(C)C(=O)OC)n2)cc1	9%	-2%	4%	4%	-5%	-5	2%	-4%	-8%
Cc1cc(=O)nc2c3ccccc3n(C(C)C(=O)NCCC(C)C)n12 (stereo not given)	2%	-23%	-1%	2%	3%	10	22%	9%	0%
COc1ccc(CC(=O)NCc2ccccc2)cc1	7.3µM*	3%	-19%	?	?	28	?	-3%	8.2µM*
O=[N+]([O-])c1ccccc1S(=O)(=O)N1CCSCC1	-6%	0%	-1%	3%	?	0	9%	4%	8%
COc1ccc(Cl)cc1NS(=O)(=O)c1cccc(C(=O)NCC(c2ccco2)N(C)C)c1 (stereo not given)	?	?	-4%	-1%	-11%	i	16%	-25%	-11%
COc1ccc(C(CNC(=O)COc2ccc(F)cc2Cl)N2CCOCC2)cc1 (stereo not given)	14%	-6%	-5%	3%	-6%	2	0%	-6%	-1%
Cc1noc(C)c1CSCC(=O)N(CC(C)C)c1c(N)n(Cc2ccccc2)c(=O)[nH]c1=O	-2%	6%	4%	9%	24%	17	6%	3%	5%
CSCC[C@H](NC(=O)c1cccs1)C(=O)N1CCC2(CC1)NCCc1[nH]cnc12	3%	0%	1%	2%	-1%	-85*	-3%	5%	8%
O=C(CSc1ccc(Cl)cc1)Nc1ccc(N2CCN(C(=O)c3ccc(Cl)cc3)CC2)cc1	?	?	-19%	0%	28%	6	?	-4%	?
COc1ccc(C2CCCCCN2C(=O)C2CCN(S(=O)(=O)c3ccc(C)cc3)CC2)cc1 (stereo not given)	.	-12%	.	9%	.	1	-16%	-2%	0%
COC(=O)c1sc2nc(-c3ccccc3)nc(N3CCN(C)CC3)c2c1C	?	-23%	-1%	-16%	23%	-15	-13%	-12%	-18%
O=C(NC1CCN(Cc2ccccc2)CC1)c1cc(S(=O)(=O)N2CCOCC2)ccc1Cl	5%	-12%	-13%	0%	?	0	-12%	-1%	-1%
CC(C)c1cc(N=O)cc(C(C)C)c1O	8%	-14%	-8%	26%	8%	-4	6%	9%	3%
CC(C)[C@H](NC(=O)C1CC(=O)N(c2ccc3c(c2)OCO3)C1)C(=O)NC1CCCC1 (stereo not given in full)	0%	-5%	.	9%	1%	0	-2%	-16%[11.6 µM]	9%
CCCCn1c(NCc2ccccn2)nc2ccccc21	-1%	13µM*	20%	-4%	-2%	-4	2%	-3%	?
COc1cccc(NC(=O)CN(C)C(=O)c2c(-c3c(F)cccc3Cl)noc2C)c1	0%	1%	-11%	0%	8%	0	-9%	-1%	-2%
Cc1cc(NC(=O)CN2C(=O)NC3(CCCCCC3)C2=O)ccc1Br	8%	12%	.	?	-6%	-13	12%	7%	?
COc1ccc2c(c1)C(C)CC(C)(C)N2C(=O)Nc1ccccc1 (stereo not given)	?	?	36%	-7%	-2%[9.22 µM]	13	0%	-8%	-6%
O=C(/C=C/c1ccc2c(c1)OCO2)NCCSCc1c(Cl)cccc1Cl	9.2µM*	?	-17%	-11%	-7%	0	-7%	-3%	?

New compounds follow.
SMILES	MCF10A rerep	KB-V1 MDR tox	ATXN2 expr inh	HT1080NT lethal	SW480 rereplic	IL-1B inflam inh	KB-3-1 cytotox	WRN inhibitor	HT1080 IDH1KD tx
O=C(CCCC(=O)N(CC(=O)NC1CCCC1)c1cccc(F)c1)Nc1ccccn1	-7%	4%	2%	-7%	-6%	-3	?	-3%	5%
CCOC(=O)C1=C(C)N(C)C(=O)NC1c1ccccc1OC (stereo not given)	-4%	-4%	-2%	21%	-2%	34	1%	0%	16%
Cc1csc2c(N3CCN(C(=O)Nc4ccc(OC(F)(F)F)cc4)CC3)ncnc12	?	-22%	-28%	?	-8%	-70*	0%	-23%	?
O=C(c1ccc(S(=O)(=O)N2CCCC2)cc1)N1CCCc2ccccc21	-3%	-2%	2%	-1%	1%	-4	0%	-13%	-2%
Cn1c(N)cc(=O)[nH]c1=S	0%	30%	-11%	7%	-10%	30	-1%	0%	9%
CC(=O)NCC(=O)NC1(C(=O)NC2CCCC2)CCCCC1	1%	9%	-7%	4%	-4%	14	10%	-4%	8%
CC1CCCC(C)N1CC(O)COC1CCC(C(C)(C)C)CC1 (stereo not given)	?	-3%	-19%	-17%	?	0	-38%	-2%	-28%

Bioassay records deposited in PubChem by National Center for Advancing Translational Sciences (NCATS).
